ASAP1 GAP inh = inhibitors of human ASAP1 ArfGAP activity, primary screen, biochemical, fluorescence polarization; Arf-GAP with SH3 domain, ANK repeat and PH domain-containing protein 1 (Homo sapiens), …; ASAP1-stimulated ARF1 GTP hydrolysis, GDP FP detection; 360,000 compounds, 0.19% hits; inhibition, % at 16.5 µM; in the data active = inhibition above about 25%;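 also: 0% = vehicle with enzyme and substrate and 100% = no enzyme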
Target sequence (Q9ULH1 325-724 limits assumed): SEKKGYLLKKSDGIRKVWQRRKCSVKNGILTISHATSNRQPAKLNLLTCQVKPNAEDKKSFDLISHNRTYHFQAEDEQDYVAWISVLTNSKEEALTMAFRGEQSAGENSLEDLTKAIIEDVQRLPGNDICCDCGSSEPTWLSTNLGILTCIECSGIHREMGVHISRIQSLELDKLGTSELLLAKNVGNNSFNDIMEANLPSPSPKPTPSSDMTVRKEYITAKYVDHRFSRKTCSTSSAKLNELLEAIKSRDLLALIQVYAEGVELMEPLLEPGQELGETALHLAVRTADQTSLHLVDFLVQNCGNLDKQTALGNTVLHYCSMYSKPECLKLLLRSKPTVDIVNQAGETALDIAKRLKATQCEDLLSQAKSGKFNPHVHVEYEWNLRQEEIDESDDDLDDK
PLC-gamma1 inh = PLC-gamma1 enzyme inhibitors, primary screen, biochemical, fluorescence, purified enzyme; 370,000 compounds, 0.84% hits; 1-phosphatidylinositol 4,5-bisphosphate phosphodiesterase gamma-1 (Homo sapiens), P19174; fluorogenic substrate; inhibition, % at 12.2 µM; in the data active = inhibition above about 9.5%
sPLA2-III inh = human group III sPLA2 inhibitors, primary screen, biochemical, QFRET, BODIPY PC-A2 liposome substrate. Group 3 secretory phospholipase A2 (Homo sapiens), Q9NZ20. QFRET BODIPY PC-A2 liposome hydrolysis, fluorescence. inhibition, % at 12.2 µM. 370,000 compounds, 0.56% hits. AID 743126, 2013;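 active = inhibition above mean plus 3 SD of compounds lying within the high and low control bounds, cut at about 19% in these data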;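 also: 0% = median of test compound wells and 100% = no enzyme DMSO wells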
Target sequence (Q9NZ20 whole entry, looked up): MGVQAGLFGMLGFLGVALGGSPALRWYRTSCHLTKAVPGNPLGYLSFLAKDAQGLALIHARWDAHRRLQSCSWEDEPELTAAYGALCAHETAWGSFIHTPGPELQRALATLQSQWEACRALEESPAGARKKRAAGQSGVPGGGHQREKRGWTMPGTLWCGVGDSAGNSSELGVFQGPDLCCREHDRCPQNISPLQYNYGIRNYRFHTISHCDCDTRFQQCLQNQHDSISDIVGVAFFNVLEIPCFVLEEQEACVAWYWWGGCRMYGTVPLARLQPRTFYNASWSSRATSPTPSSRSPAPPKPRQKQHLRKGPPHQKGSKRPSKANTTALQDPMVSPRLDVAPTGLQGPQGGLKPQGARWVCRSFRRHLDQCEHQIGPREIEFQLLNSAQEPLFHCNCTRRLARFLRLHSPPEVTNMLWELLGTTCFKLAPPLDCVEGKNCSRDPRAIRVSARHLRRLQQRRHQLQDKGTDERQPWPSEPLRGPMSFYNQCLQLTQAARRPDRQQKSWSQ
NR1D1 modulator = modulators of Rev-erb alpha DNA binding, primary screen, biochemical, FITC-DNA, fluorescence polarization, uHTS; Nuclear receptor subfamily 1 group D member 1 (Homo sapiens), P20393; 370,000 compounds, 0.79% hits; activity, % at 10 µM; Rev-erbα–FITC-DNA binding, 90 min;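 active = activity above about 14%, limit read from the data; passing the limit was not always enough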;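 also: 0% = DMSO wells with 35 nM protein and 100% = DMSO wells with 750 nM protein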
KLK7 zymogen act = proKLK7 zymogen activators, primary screen, biochemical, fluorescence intensity; purified proKLK7, EDANS-DABCYL substrate fluorescence; 100% is mature enzyme control, 0% vehicle; activation, % at 7 µM; 370,000 compounds, 0.9% hits; Kallikrein-7 (Homo sapiens), P49862;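 active = activation above the mean of all tested compounds plus 3 SD, computed per campaign excluding outliers beyond control limits, cut at about 13% in these data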
DDE Tn7 FP inh = inhibitors of Tn7 peptide binding to fibrin DD(E), primary screen, biochemical, fluorescence polarization, human fibrin, Tn7 probe. Fibrinogen beta chain (Homo sapiens), P02675. FP displacement of FITC-Tn7 peptide from fibrin DD(E); 0% = median of compound wells per plate. inhibition, % at 8.3 µM. 370,000 compounds, 0.13% hits. AID 720508, 2013;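 active = inhibition above the mean of compounds falling within the control limits plus 3 SD of them, cut at about 14% in these data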;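 also: 0% = plate median of compound wells and 100% = 10 µM Aha-Tn7 peptide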
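Test system – human fibrin DD(E) · Times – 10 min preincubation, 3 h with tracer, room temperature · Detection – fluorescence polarization of the labelled Tn7 tracer · Measure – percent inhibition normalized to high-control wells · Benchmarks – high control wells with 10 µM unlabelled Aha-Tn7 peptide (full inhibition) · Repeats – singlicate testing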
PLC-beta3 inh = human PLC-beta3 inhibitors, primary screen, biochemical, fluorescence; inhibition, % at 12.2 µM; 1-phosphatidylinositol 4,5-bisphosphate phosphodiesterase beta-3 (Homo sapiens), Q01970; Purified PLC-beta3, fluorogenic substrate; AID 720704, 2013; 370,000 compounds, 0.18% hits; in the data active = inhibition above about 11%;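 also: 0% = median of compound wells on plate and 100% = full blocker control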
ARFGAP1 inh = inhibitors of rat ARFGAP1 GAP activity, primary screen, biochemical, fluorescence polarization, GDP tracer | Arfgap1-stimulated ARF1 GTP hydrolysis, GDP FP detection | inhibition, % at 16.5 µM | 360,000 compounds, 0.26% hits;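 active = inhibition above a per-plate limit, mean inhibition of low control wells plus 3 SD, cut at about 25% in these data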;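 also: 0% = DMSO wells with enzyme and 100% = wells lacking Arfgap1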
Target sequence (Q62848 1-136 limits assumed): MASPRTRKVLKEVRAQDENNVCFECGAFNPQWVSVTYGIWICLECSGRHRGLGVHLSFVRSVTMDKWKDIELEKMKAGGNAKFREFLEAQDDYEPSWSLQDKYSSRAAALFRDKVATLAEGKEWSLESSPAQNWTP
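Repeats: one replicate per compound; assay system: rat Arfgap1 catalytic domain, aa 1-136; times: enzyme reaction 120 min at 25 °C after 20 min preincubation; detection: FP of antibody-bound GDP Alexa 633 tracer, ex 620/em 688 nm; benchmarks: high control wells lacking Arfgap1, low control full reaction with DMSO; reagent: human ARF1(Δ1-17)-GTP substrate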
DDE Tn6 FP inh = inhibitors of Tn6 peptide binding to fibrin DD(E), primary screen, biochemical, fluorescence polarization, human fibrin, Tn6 probe; 370,000 compounds, 0.21% hits; Fibrinogen beta chain (Homo sapiens), P02675; AID 720509, 2013; Fibrin DD(E) TRITC-Tn6 fluorescence polarization displacement; inhibition, % at 8.3 µM;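 active = inhibition above a per-campaign cutoff: mean of compounds within control limits plus 3 SD, cut at about 15% in these data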;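 also: 0% = median of all compound wells on the plate and 100% = blocking peptide control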
UHRF1 binding = UHRF1 methylated DNA binding inhibitors, primary screen, counter-screen for MBD2 inhibitor project, biochemical, TR-FRET, human UHRF1, single concentration | UHRF1 binding to methylated oligo | AID 687016, 2013 | inhibition, % at 4.4 µM | 370,000 compounds, 0.75% hits | E3 ubiquitin-protein ligase UHRF1 (Homo sapiens), Q96T88; in the data active = inhibition above about 21%;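 also: UHRF1 SRA domain binding a hemimethylated CpG hairpin DNA probe; 0% = median of test compound wells and 100% = reference inhibitor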
Starred values were filed as active, the others as inactive.

Screening FC(F)Oc1ccc(-c2csc(Cc3nnc4n3CCCCC4)n2)cc1 returned ASAP1 GAP inh -5, PLC-gamma1 inh 1, sPLA2-III inh -6, NR1D1 modulator -5, KLK7 zymogen act -0.1, DDE Tn7 FP inh 0, PLC-beta3 inh -1, ARFGAP1 inh 9, DDE Tn6 FP inh -1 and UHRF1 binding 3.
COc1ccc(OC)c(NC(=O)COc2ccc3c(c2)CCC3)c1 was read as ASAP1 GAP inh 6, PLC-gamma1 inh -5, sPLA2-III inh -5, NR1D1 modulator 0, KLK7 zymogen act 0.7, DDE Tn7 FP inh 1, PLC-beta3 inh -8, ARFGAP1 inh -3, DDE Tn6 FP inh -4 and UHRF1 binding 1.
Screening CCOCCCn1c(SCC(=O)NC(C)C)nc2ccccc2c1=O returned ASAP1 GAP inh -1, PLC-gamma1 inh 0, sPLA2-III inh 4, NR1D1 modulator -1, KLK7 zymogen act 0.9, DDE Tn7 FP inh 3, PLC-beta3 inh 1, ARFGAP1 inh -4, DDE Tn6 FP inh 9 and UHRF1 binding 2.
`COc1ccc(C(=O)CSc2nnn(-c3cccc(NC(C)=O)c3)n2)cc1` gave ASAP1 GAP inh 3, PLC-gamma1 inh 1, sPLA2-III inh -31, NR1D1 modulator 0, KLK7 zymogen act -0.8, DDE Tn7 FP inh 7, PLC-beta3 inh -6, ARFGAP1 inh -2, DDE Tn6 FP inh -12 and UHRF1 binding -3.
For O=C(O)CC(CN1C(=O)c2ccccc2C1=O)c1ccccc1 (stereo unspecified) the results were ASAP1 GAP inh 8, PLC-gamma1 inh 0, sPLA2-III inh 11, NR1D1 modulator -3, KLK7 zymogen act 1.0, DDE Tn7 FP inh -4, PLC-beta3 inh -5, ARFGAP1 inh -8, DDE Tn6 FP inh -1 and UHRF1 binding 1.
`COc1cccc2c1C(=O)c1c(O)c3c(c(O)c1C2=O)C[C@@](O)(C(=O)CO)C[C@@H]3OC1CC(N)C(O)C(C)O1` (stereo partly specified) gave ASAP1 GAP inh 0, PLC-gamma1 inh -77, sPLA2-III inh -74, NR1D1 modulator -13, KLK7 zymogen act 1.1, DDE Tn7 FP inh 13, PLC-beta3 inh -100, ARFGAP1 inh 3, DDE Tn6 FP inh active and UHRF1 binding 95*.
Screening CCN(CC(=O)Nc1ccc(NC(C)=O)cc1)CC(=O)Nc1cc(C)on1 returned ASAP1 GAP inh -16, PLC-gamma1 inh -5, sPLA2-III inh 4, NR1D1 modulator -4, KLK7 zymogen act 0.7, DDE Tn7 FP inh 0, PLC-beta3 inh -7, ARFGAP1 inh 10, DDE Tn6 FP inh 1 and UHRF1 binding -2.
For CC(OC(=O)Cc1c[nH]c2ccccc12)C(=O)N(C)c1ccccc1 (stereo unspecified) the results were ASAP1 GAP inh -2, PLC-gamma1 inh -3, sPLA2-III inh -65, NR1D1 modulator 0, KLK7 zymogen act 0.1, DDE Tn7 FP inh 6, PLC-beta3 inh -5, ARFGAP1 inh 2, DDE Tn6 FP inh 5 and UHRF1 binding 1.
C=CCN1[C@@H](C)COc2cc(N3CCCC3)ccc2S1(=O)=O was read as PLC-gamma1 inh -2, sPLA2-III inh 1, NR1D1 modulator -2, KLK7 zymogen act 0.2, DDE Tn7 FP inh -8, PLC-beta3 inh 0, DDE Tn6 FP inh 4 and UHRF1 binding 1.
Screening Fc1ccc2nc3c(nc2c1)CCCC3 returned ASAP1 GAP inh -2, PLC-gamma1 inh 1, sPLA2-III inh 5, NR1D1 modulator 1, KLK7 zymogen act 0.2, DDE Tn7 FP inh -2, PLC-beta3 inh -3, ARFGAP1 inh 3, DDE Tn6 FP inh -8 and UHRF1 binding 3.
`Cc1ccc(CSCCNC(=O)c2ccc(Cl)c(S(=O)(=O)N3CCOCC3)c2)cc1` gave ASAP1 GAP inh 0, PLC-gamma1 inh -1, sPLA2-III inh -1, NR1D1 modulator -3, KLK7 zymogen act -5.8, DDE Tn7 FP inh 3, PLC-beta3 inh 3, ARFGAP1 inh -2, DDE Tn6 FP inh 15 and UHRF1 binding 0.
For CCOC(=O)CNC(=O)C1c2ccccc2Oc2ccccc21 the results were ASAP1 GAP inh -18, PLC-gamma1 inh -1, sPLA2-III inh -4, NR1D1 modulator -4, KLK7 zymogen act 0.0, DDE Tn7 FP inh 9, PLC-beta3 inh -2, ARFGAP1 inh -12, DDE Tn6 FP inh 1 and UHRF1 binding 1.
Screening COc1ccccc1NC(=O)CSc1nc(C)c2c(c1C#N)CCCC2 returned ASAP1 GAP inh 15, PLC-gamma1 inh 4, sPLA2-III inh 4, NR1D1 modulator 2, KLK7 zymogen act 0.6, DDE Tn7 FP inh -14, PLC-beta3 inh 4, ARFGAP1 inh 13, DDE Tn6 FP inh 1 and UHRF1 binding 3.
Screening COc1ccc(NC(=O)C2(C)Cc3c(-c4ccc5c(c4)OCO5)ccnc3O2)cc1OC (stereo unspecified) returned ASAP1 GAP inh 10, PLC-gamma1 inh -2, sPLA2-III inh -6, NR1D1 modulator 0, KLK7 zymogen act 0.3, DDE Tn7 FP inh -3, PLC-beta3 inh 1, ARFGAP1 inh -3, DDE Tn6 FP inh -2 and UHRF1 binding 0.
CCSc1c(C(=O)NC)ccc2c1C(=O)c1ccccc1C2=O was read as ASAP1 GAP inh 2, PLC-gamma1 inh 5, sPLA2-III inh 1, NR1D1 modulator 3, KLK7 zymogen act -0.5, DDE Tn7 FP inh -5, PLC-beta3 inh -4, ARFGAP1 inh 4, DDE Tn6 FP inh 2 and UHRF1 binding -6.

The final two compounds of the section before are carried over, then new ones follow:
Screening COc1ccc(NC(=O)C2(C)Cc3c(-c4ccc5c(c4)OCO5)ccnc3O2)cc1OC (stereo unspecified) returned ASAP1 GAP inh 10, PLC-gamma1 inh -2, sPLA2-III inh -6, NR1D1 modulator 0, KLK7 zymogen act 0.3, DDE Tn7 FP inh -3, PLC-beta3 inh 1, ARFGAP1 inh -3, DDE Tn6 FP inh -2 and UHRF1 binding 0.
CCSc1c(C(=O)NC)ccc2c1C(=O)c1ccccc1C2=O was read as ASAP1 GAP inh 2, PLC-gamma1 inh 5, sPLA2-III inh 1, NR1D1 modulator 3, KLK7 zymogen act -0.5, DDE Tn7 FP inh -5, PLC-beta3 inh -4, ARFGAP1 inh 4, DDE Tn6 FP inh 2 and UHRF1 binding -6.
For CCCn1c(SCC(=O)N2CCc3ccccc32)nnc1-c1ccco1 the results were ASAP1 GAP inh 6, PLC-gamma1 inh 6, sPLA2-III inh 7, NR1D1 modulator 1, KLK7 zymogen act 0.8, DDE Tn7 FP inh -7, PLC-beta3 inh 3, ARFGAP1 inh 3, DDE Tn6 FP inh 4 and UHRF1 binding 1.
`Nn1c(SCC(=O)Nc2ccccc2-c2ccccc2)nnc1-c1n[nH]c2c1CCC2` gave PLC-gamma1 inh 2, sPLA2-III inh -3, NR1D1 modulator 0, KLK7 zymogen act 0.2, DDE Tn7 FP inh -4, PLC-beta3 inh 4, DDE Tn6 FP inh 6 and UHRF1 binding 2.
COCCN(Cc1ccc(OC)cc1)c1c(C)nc2ccc(C(=O)Nc3ccc(NC(C)=O)cc3)cn12 was read as ASAP1 GAP inh -6, PLC-gamma1 inh -5, sPLA2-III inh 1, NR1D1 modulator -8, KLK7 zymogen act 1.0, DDE Tn7 FP inh 6, PLC-beta3 inh -1, ARFGAP1 inh 9, DDE Tn6 FP inh -3 and UHRF1 binding 1.
`CC(=O)NN1C(=O)/C(=C/c2ccc(Br)o2)SC1=S` gave ASAP1 GAP inh 3, PLC-gamma1 inh -4, sPLA2-III inh 0, NR1D1 modulator 9, KLK7 zymogen act 0.2, DDE Tn7 FP inh 1, PLC-beta3 inh -13, ARFGAP1 inh -8, DDE Tn6 FP inh 2 and UHRF1 binding 10.
O=C(NCCC1=CCCCC1)C(=O)NCC(c1ccco1)N1CCN(c2ccc(F)cc2)CC1 (stereo unspecified) was read as ASAP1 GAP inh -9, PLC-gamma1 inh 2, sPLA2-III inh 0, NR1D1 modulator -1, KLK7 zymogen act -0.3, DDE Tn7 FP inh 2, PLC-beta3 inh 2, ARFGAP1 inh 9, DDE Tn6 FP inh 0 and UHRF1 binding 17.
Screening CC(=O)NC(=O)NC1CSCC1OC(C)=O (stereo unspecified) returned ASAP1 GAP inh 11, PLC-gamma1 inh 3, sPLA2-III inh 3, NR1D1 modulator 1, KLK7 zymogen act 0.3, DDE Tn7 FP inh -4, PLC-beta3 inh -2, ARFGAP1 inh 1, DDE Tn6 FP inh -4 and UHRF1 binding 3.
For O=C(NC(=S)NNC(=O)c1ccc(Cl)cc1Cl)c1cccnc1 the results were ASAP1 GAP inh 2, PLC-gamma1 inh 2, sPLA2-III inh 3, NR1D1 modulator 4, KLK7 zymogen act -0.4, DDE Tn7 FP inh -2, PLC-beta3 inh 2, ARFGAP1 inh 11, DDE Tn6 FP inh 5 and UHRF1 binding 0.
`O=C(COC(=O)/C=C/c1ccco1)NCc1ccc(Cl)cc1Cl` gave ASAP1 GAP inh 10, PLC-gamma1 inh -7, sPLA2-III inh -3, NR1D1 modulator 3, KLK7 zymogen act 0.5, DDE Tn7 FP inh -1, PLC-beta3 inh -19, ARFGAP1 inh 1, DDE Tn6 FP inh 0 and UHRF1 binding -2.
For CC(=O)c1ccc(Nc2cc(C)nc3c(C)cc(C)cc23)cc1 the results were ASAP1 GAP inh 3, PLC-gamma1 inh -29, sPLA2-III inh -6, NR1D1 modulator -7, KLK7 zymogen act -0.5, DDE Tn7 FP inh 3, PLC-beta3 inh -36, ARFGAP1 inh 7, DDE Tn6 FP inh 5 and UHRF1 binding 3.

Compound activity from PubChem.
